Neddylation inh: cullin neddylation inhibition; 0.58% of 360,000 active; TR-FRET cullin neddylation, biochemical; calls only at 25 µM; AID 651699; P61081+Q13564; in the data active = inhibition above about 36%
Scp-1 inhibitor: Scp-1 (human) phosphatase inhibition | Q9GZU7 | Recombinant Scp1, phosphopeptide, malachite green phosphate absorbance | inhibition, % at 20 µM | 0.88% of 340,000 active;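 active = inhibition above about 50% at 20 µM, limit read from the data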;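 also: plate controls were DMSO wells with enzyme for no effect and wells lacking enzyme for full effect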
Target sequence (Q9GZU7 76-261 limits assumed): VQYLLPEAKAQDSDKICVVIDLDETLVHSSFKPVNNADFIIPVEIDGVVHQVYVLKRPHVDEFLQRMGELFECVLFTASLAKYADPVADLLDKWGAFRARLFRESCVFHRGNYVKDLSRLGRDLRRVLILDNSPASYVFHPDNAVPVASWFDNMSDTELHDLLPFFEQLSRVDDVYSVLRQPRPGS
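Test system: SCP-1 catalytic domain; Buffer or medium: Acidic Tris acetate buffer with magnesium and detergent; Also added: Phosphorylated 17-residue peptide substrate; Compound: single 20 µM dose, 1% DMSO; Schedule: enzyme reaction 45 min at room temperature, colour 5 min, stabilisation 30 min; Signal: Phosphate-binding colour reagent, absorbance read at 630 nm.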
DNMT1 block: DNMT1 (human) enzyme inhibition; P26358; AID 588458; DNMT1 molecular beacon, Hinp1I cleavage, fluorescence; 0.83% of 360,000 active; inhibition (reported as % activation of signal), % at 10 µM; in the data active = inhibition above about 50%
CendR NRP1 mod: modulators of CendR peptide binding to human neuropilin-1; O14786; FAM-RPARPAR peptide binding to NRP-1, fluorescence polarization; inhibition, % at 25 µM; 0.85% of 360,000 active;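 active = inhibition or corrected inhibition above about 18%, plus a signal ratio from 0.5 to 1.5, limit read from the data, passing the limit was not always enough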; also: strong numbers were not always called active
STEP inh: STEP (human) phosphatase inhibition; recombinant STEP, OMFP fluorogenic substrate, fluorescence; inhibition, % at 20 µM; 0.25% of 360,000 active; AID 588621;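 active = inhibition at 20 µM, scaled per plate between control wells, above about 37%, limit read from the data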;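 also: 0% = DMSO with enzyme and substrate and 100% = substrate only without enzyme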
Target sequence (P54829 whole entry, looked up): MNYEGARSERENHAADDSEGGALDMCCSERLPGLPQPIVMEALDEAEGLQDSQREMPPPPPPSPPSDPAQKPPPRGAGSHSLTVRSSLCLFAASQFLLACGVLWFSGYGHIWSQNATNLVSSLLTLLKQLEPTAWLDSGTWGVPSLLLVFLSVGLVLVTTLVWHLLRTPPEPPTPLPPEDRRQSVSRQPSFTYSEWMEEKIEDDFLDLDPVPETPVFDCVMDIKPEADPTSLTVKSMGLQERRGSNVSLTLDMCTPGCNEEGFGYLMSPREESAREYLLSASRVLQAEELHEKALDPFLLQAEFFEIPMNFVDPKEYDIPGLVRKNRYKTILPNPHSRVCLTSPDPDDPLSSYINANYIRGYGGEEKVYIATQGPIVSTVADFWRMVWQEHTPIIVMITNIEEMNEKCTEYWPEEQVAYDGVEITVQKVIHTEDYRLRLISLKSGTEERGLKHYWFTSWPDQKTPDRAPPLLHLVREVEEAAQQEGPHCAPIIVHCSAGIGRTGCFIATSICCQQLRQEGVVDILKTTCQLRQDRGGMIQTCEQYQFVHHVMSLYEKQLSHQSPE
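Assay system: isolated STEP enzyme / Timing: 20 min at room temperature, dark / Doses: 20 µM, 1% DMSO / Technique: fluorescence intensity, excitation 480 nm, emission 540 nm / Reagent: fluorogenic phosphatase substrate OMFP at 25 µM final / Measure: percent inhibition scaled to no-enzyme and uninhibited-enzyme controls, plate-pattern corrected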
SUMO1 PPI mod: modulators of human SUMO1-mediated protein-protein interactions | 0.33% of 360,000 active | inhibition, % at 20 µM | SUMO1 binding to a labelled peptide, TR-FRET, 1 h | AID 602429 | P63165; in the data active = inhibition above about 37%
Target sequence (P63165 whole entry, looked up): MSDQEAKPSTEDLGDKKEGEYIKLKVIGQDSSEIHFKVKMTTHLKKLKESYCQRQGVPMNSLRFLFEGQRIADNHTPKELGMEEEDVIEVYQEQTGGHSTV
LMPTP block: blocks human LMPTP phosphatase. AID 651560. P24666. recombinant LMPTP-A, OMFP fluorogenic substrate, fluorescence intensity. 0.22% of 360,000 active. inhibition, % at 20 µM;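 active = compounds that cut the enzyme signal by at least half of the control window in the single-dose screen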;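 also: plate controls were DMSO wells with enzyme plus substrate for no effect and substrate without enzyme for full effect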
Target sequence (P24666 whole entry, looked up): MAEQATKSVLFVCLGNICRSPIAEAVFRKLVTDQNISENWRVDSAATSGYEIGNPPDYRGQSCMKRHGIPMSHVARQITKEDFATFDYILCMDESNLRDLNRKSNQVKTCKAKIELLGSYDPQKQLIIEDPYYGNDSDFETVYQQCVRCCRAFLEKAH
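Test system: LMPTP-A phosphatase enzyme. Amount: LMPTP-A at 0.625 nM final in the reaction. Reagent: OMFP substrate, 400 µM final. Times: 50 min at room temperature. Signal: endpoint fluorescence intensity from OMFP dephosphorylation. Read-out basis: % inhibition. Benchmarks: no-enzyme and uninhibited controls.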
TbMetRS inhib: blocks T. brucei methionyl-tRNA synthetase activity. purified T. brucei MetRS, ATP depletion, Kinase-Glo luminescence. inhibition, % at 11.9 µM. 0.4% of 360,000 active. AID 624268;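 active = inhibition above a per-plate cutoff of the control wells' mean inhibition plus 3 SD, cut at about 5.5% in these data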;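 also: 0% = DMSO wells median and 100% = median of wells with control inhibitor compound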
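Material: parasite MetRS enzyme / Replication: singlicate, one well per compound / Signal: luminescence of leftover ATP / Schedule: 2 h aminoacylation at 25 °C after 15 min preincubation / Medium: HEPES-MgCl2-KCl buffer plus DTT, spermine, BSA, pyrophosphatase / Doses: 11.9 µM single point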
SKN-1 inh: C. elegans SKN-1 inhibition | C. elegans VP596 Pgst-4::GFP/RFP ratio, acrylamide-induced, 24 h | inhibition, % at 21.8 µM | 0.49% of 360,000 active;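 active = interference check ratio from 0.5 to 1.5 plus GFP to RFP signal ratio inhibition reaching or exceeding a fixed threshold, cut at about 30% in these data, passing the limit was not always enough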; also: some compounds called inactive have numbers as strong as hits
NadD inh: inhibitors of Staphylococcus aureus NadD; purified NadD enzyme, colorimetric absorbance read-out; inhibition, % at 20 µM; 0.78% of 360,000 active; AID 602399; in the data active = inhibition above about 26%; also: some compounds past the cut are filed as inactive
* = called active by the depositor; i = inactive; . = not tested or not shown; & = joins results of further samples.

#1 O=S1(=O)CCO[C@H]2Cc3ccccc3[C@H]2N1Cc1cccc(F)c1
#2 CCOC(=O)C1/C(=N\O)CC(C)(O)C(C(=O)OCC)C1c1ccc(OC)c(OC)c1 (stereo not drawn)
#3 COc1ccc(NC(=O)C2CCC(C)(C(=O)O)C2(C)C)cc1 (stereo not drawn)
#4 O=C(Nc1cccnc1Cl)c1cc([N+](=O)[O-])ccc1Cl
#5 CCCCCN(C(=O)CCC(=O)OCc1cccc(Br)c1)c1c(N)n(CCCC)c(=O)[nH]c1=O
#6 Cc1ccc(S(=O)(=O)N2CCN(C(=O)COC(=O)C3(C)CC3(Cl)Cl)CC2)c(C)c1 (stereo not drawn)
#7 C1N2CN3CN1CN(C2)C3
#8 Cc1c(-n2c(-c3ccccc3Cl)n[nH]c2=S)c(=O)n(-c2ccccc2)n1C

Compound	1	2	3	4	5	6	7	8
Neddylation inh	i	i	i	i	i	i	i	i
Scp-1 inhibitor	-8	1	-1	4	-2	-3	-1	8
DNMT1 block	0	2	-2	3	1	-4	4	0
CendR NRP1 mod	-6	4	-2	-3	3	-5	-9	6
STEP inh	6	4	0	3	1	0	1	1
SUMO1 PPI mod	1	2	-6	-28	-2	1	0	4
LMPTP block	0.0	-0.5	-0.7	-0.6	-3.5	1.1	-4.6	-1.3
TbMetRS inhib	-0.2	-0.2	-1.7	0.1	0.2	-0.2	-0.6	0.1
SKN-1 inh	15	7	-5	1	11	13	2	7
NadD inh	-4	5	-1	3	-1	-9	1	6

#9 COc1ccc(NC(=O)c2cc(C3CCCCN3S(=O)(=O)c3cccs3)on2)c(C)c1 (stereo not drawn)
#10 CC(=O)Nc1cccc(NC(=O)CSc2nccn2Cc2ccc(F)cc2)c1
#11 Cc1ccccc1C(=O)N1CCC(C(=O)Nc2ccc3c(c2)OCCO3)CC1
#12 COC(=O)NC(NS(=O)(=O)c1ccccc1)(C(=O)OC)C(F)(F)F (stereo not drawn)
#13 Cc1ccc(NC(=O)[C@@]2(CC(=O)O)CC(/C=C/c3ccccc3)=NO2)c(C)c1
#14 CN1CCN(C(=O)C2CC(=O)N(c3ccc(Cl)cc3)C2)CC1 (stereo not drawn)
#15 O=C(O)CN(C1CCCCC1)S(=O)(=O)c1ccc(F)cc1
#16 Nc1cc(N)nc(SCC(=O)Nc2ccccc2N2CCOCC2)n1

Compound	9	10	11	12	13	14	15	16
Neddylation inh	i	i	i	i	i	i	i	i
Scp-1 inhibitor	.	-10	-7	-7	-5	-3	0	-7
DNMT1 block	0	-1	-1	1	1	0	4	2
CendR NRP1 mod	-15	1	-12	-5	3	-3	-1	-1
STEP inh	0	2	3	-2	1	0	0	-1
SUMO1 PPI mod	9	-2	-1	0	-4	0	4	2
LMPTP block	0.8	-0.9	1.5	-1.1	-1.1	0.2	0.6	-1.9
TbMetRS inhib	0.0	0.6	-0.8	0.7	-0.2	-0.2	-1.0	-0.4
SKN-1 inh	-14	19	0	-5	-5	-1	2	11
NadD inh	-7	-1	-6	-2	-1	-3	1	-8

From compound 6 to 13, as listed above:
#6 Cc1ccc(S(=O)(=O)N2CCN(C(=O)COC(=O)C3(C)CC3(Cl)Cl)CC2)c(C)c1 (stereo not drawn)
#7 C1N2CN3CN1CN(C2)C3
#8 Cc1c(-n2c(-c3ccccc3Cl)n[nH]c2=S)c(=O)n(-c2ccccc2)n1C
#9 COc1ccc(NC(=O)c2cc(C3CCCCN3S(=O)(=O)c3cccs3)on2)c(C)c1 (stereo not drawn)
#10 CC(=O)Nc1cccc(NC(=O)CSc2nccn2Cc2ccc(F)cc2)c1
#11 Cc1ccccc1C(=O)N1CCC(C(=O)Nc2ccc3c(c2)OCCO3)CC1
#12 COC(=O)NC(NS(=O)(=O)c1ccccc1)(C(=O)OC)C(F)(F)F (stereo not drawn)
#13 Cc1ccc(NC(=O)[C@@]2(CC(=O)O)CC(/C=C/c3ccccc3)=NO2)c(C)c1

Compound	6	7	8	9	10	11	12	13
Neddylation inh	i	i	i	i	i	i	i	i
Scp-1 inhibitor	-3	-1	8	.	-10	-7	-7	-5
DNMT1 block	-4	4	0	0	-1	-1	1	1
CendR NRP1 mod	-5	-9	6	-15	1	-12	-5	3
STEP inh	0	1	1	0	2	3	-2	1
SUMO1 PPI mod	1	0	4	9	-2	-1	0	-4
LMPTP block	1.1	-4.6	-1.3	0.8	-0.9	1.5	-1.1	-1.1
TbMetRS inhib	-0.2	-0.6	0.1	0.0	0.6	-0.8	0.7	-0.2
SKN-1 inh	13	2	7	-14	19	0	-5	-5
NadD inh	-9	1	6	-7	-1	-6	-2	-1

(continued)
#17 Cc1cccc(/C=N\NC(=O)c2ccccc2-n2cccc2)c1
#18 Cc1ccc(OCCC(=O)Nc2ccccc2C(=O)NC2CC2)cc1
#19 COC(=O)Cn1c(C(=O)N2CCCC2)cc2c1C[C@H]1CN(C(=O)c3ccccc3)[C@@](Cc3ccc(OC)cc3)(C(=O)OC)[C@@H]21
#20 CCC1c2ccc(C)n2CCN1C(=O)Nc1ccccc1C(=O)OC (stereo not drawn)
#21 CC(C)CN(CCCNC(=O)CN1C(=O)COc2ccc(S(=O)(=O)N3CCCC3)cc21)CC(C)C
#22 C[C@@H]1CN([C@@H](C)CO)C(=O)CCCn2nncc2CO[C@@H]1CN(C)C(=O)Nc1ccccc1
#23 Cc1cccc(-n2c(O)c(C=Nc3cc(O)ccc3C)c3ccccc3c2=O)n1
#24 O=C(Nc1ccc(N2CCN(Cc3ccccc3)CC2)cc1)c1ccco1

Compound	17	18	19	20	21	22	23	24
Neddylation inh	i	i	i	i	i	i	i	i
Scp-1 inhibitor	-6	-2	.	-2	-1	.	15	-5
DNMT1 block	1	0	.	-3	0	2	-2	0
CendR NRP1 mod	3	12	11	12	9	0	-10	8
STEP inh	-3	-4	.	-18	2	-1	0	-1
SUMO1 PPI mod	-16	-2	10	0	2	-5	4	-3
LMPTP block	0.1	1.8	0.4	-0.1	-0.1	0.4	2.8	-0.2
TbMetRS inhib	-0.9	-0.5	-0.7	-1.8	-0.8	0.3	-0.7	0.1
SKN-1 inh	-4	-11	10	-1	10	-1	2	6
NadD inh	-1	-1	-7	2	-3	0	4	0

#25 O=C(COc1ncnc2sccc12)NC1CCS(=O)(=O)C1 (stereo not drawn)
#26 COc1ccc(Cc2c(-c3ccco3)nc3ccc(Cl)cn23)c(C)c1
#27 O=C(CC12CC3CC(CC(C3)C1)C2)NCc1ccco1
#28 CSCCC(c1nc2ccccc2[nH]1)n1c(-c2cc(C(F)(F)F)cc(C(F)(F)F)c2)nc2ccccc21 (stereo not drawn)
#29 [O-]/C(=C(\C(=S)Nc1ccccc1F)[n+]1ccccc1)c1ccc(OC(F)F)cc1
#30 O=C(COc1cccc(Br)c1)NN=C1c2ccccc2-c2ccccc21
#31 Cc1cc(Br)cn2c(Cc3cccc(Cl)c3)c(-c3cccc(Cl)c3)nc12
#32 CC(NC(=O)C1CCCN1C(=O)OCc1ccccc1)c1ccccc1 (stereo not drawn)

Compound	25	26	27	28	29	30	31	32
Neddylation inh	i	i	i	i	i	i	i	i
Scp-1 inhibitor	-2	.	-1	.	-5	-34	.	-6
DNMT1 block	3	84*	0	.	-13	54*	.	0
CendR NRP1 mod	7	-26	0	0	-8	-19	-25	-4
STEP inh	-2	2	0	.	1	0	.	-1
SUMO1 PPI mod	-3	4	3	-1	-7	-5	-7	-2
LMPTP block	2.1	8.1	-1.5	-2.1	0.1	1.7	2.1	0.1
TbMetRS inhib	-0.6	-1.2	-0.4	-0.4	0.3	0.0	-1.1	-0.9
SKN-1 inh	-19	6	9	3	-4	5	7	2
NadD inh	-5	42*	3	.	-2	-1	17	-5

#33 COc1ccccc1NS(=O)(=O)c1c(C)[nH]c(C)c1C(=O)N1CCCC1
#34 COC(=O)Cc1ccc(OC2(C)CCN(Cc3ccccc3)C2)cc1 (stereo not drawn)
#35 CCOC(=O)c1cnc(-n2nc(C)cc2C)nc1NCc1ccc2c(c1)OCO2
#36 COc1ccc(CNC(=O)Cc2cccs2)cc1
#37 Nc1c(Br)c(=O)[nH]c(=O)n1-c1ccccc1
#38 N#CC1=C(S)N(c2ccc(F)cc2)C2(CCCCC2)NC1=O
#39 O=C1CC(NS(=O)(=O)c2ccccc2F)CN1c1ccc2c(c1)OCCO2 (stereo not drawn)
#40 Cc1c(CCOC(=O)C2C3CC4CC(C3)CC2C4)sc[n+]1CC(=O)c1ccc(Br)cc1 (stereo not drawn)

Compound	33	34	35	36	37	38	39	40
Neddylation inh	i	i	i	i	i	i	i	i
Scp-1 inhibitor	-6	.	-2	-4	-4	6	-9	12&3
DNMT1 block	2	1	-1	2	0	-4	5	5&30
CendR NRP1 mod	9	1	-5	-57	6	-9	4	9&9
STEP inh	1	-1	4	-2	-3	-1	-2	8&2
SUMO1 PPI mod	1	2	0	3	-1	10	-4	2&-52
LMPTP block	-0.4	0.8	8.3	0.1	-2.1	-1.0	0.0	2.1&2.4
TbMetRS inhib	4.6	0.3	-0.6	-1.6	0.2	-0.5	-0.3	-0.9&-0.3
SKN-1 inh	11	23	16	8	-1	6	13	7&-11
NadD inh	-9	-11	5	1	-3	-7	-1	13&14

Results in Scp-1 inhibitor and NadD inh, for some of the entries so far:
cpd | molecule | Scp-1 inhibitor | NadD inh
38 | N#CC1=C(S)N(c2ccc(F)cc2)C2(CCCCC2)NC1=O | 6 | -7
34 | COC(=O)Cc1ccc(OC2(C)CCN(Cc3ccccc3)C2)cc1 (stereo not drawn) | . | -11

(next part)
#41 Cc1cc(C)nc(SCc2nnc(SCC(=O)O)n2-c2ccccc2)n1
#42 O=C(NCc1ccccn1)C(=O)C1C(=O)Nc2ccccc21 (stereo not drawn)
#43 NS(=O)(=O)c1ccc(N2N=C(c3ccc(Br)cc3)CC2c2ccc(F)cc2)cc1 (stereo not drawn)
#44 c1ccc(Oc2cc(-c3ccccc3)nc(-c3ccccc3)n2)cc1
#45 Cc1cccc(C(=O)Nc2ccc(O)c3c(=O)cc(-c4ccccc4Cl)oc23)c1
#46 CCOC(=O)C1=C(COC(=O)c2c(OC)cccc2OC)NC(=O)NC1C (stereo not drawn)
#47 Cc1cc(C)cc(C(=O)NC(=S)Nc2ccc3[nH]c(=O)[nH]c3c2)c1
#48 O=C(NCCc1ccccc1)C(=O)NCC1CCCO1 (stereo not drawn)

Compound	41	42	43	44	45	46	47	48
Neddylation inh	i	i	.	i	i	i	i	i
Scp-1 inhibitor	-5	-8	-2	-5	4	1	3	-11
DNMT1 block	-4	0	-11	4	18	1	0	6
CendR NRP1 mod	5	9	1	-2	-6	-9	20	-10
STEP inh	-1	4	-5	0	4	2	-6	-2
SUMO1 PPI mod	1	3	1	1	4	-2	2	3
LMPTP block	-0.8	0.4	2.5	0.8	1.5	-1.7	1.5	-2.4
TbMetRS inhib	0.5	-0.1	-0.8	-0.6	-0.3	-0.4	-1.2	0.1
SKN-1 inh	5	3	8	6	-11	7	-1	13
NadD inh	0	1	20	0	0	-1	7	0

Bioassay records as filed in PubChem.
